Assay outcomes from PubChem BioAssay.
Coupling enz: inhibits coupling enzyme system, counter-screen for aldolase hits; activity change, negative = inhibition, % at 58.2 µM, hits read low; coupling enzyme system counterscreen, AmpLite Red fluorescence; 290,000 tested, 0.67% active; in the data active means activity change below about -30%; further: on the % scale 0 is the no-effect control and ±100 the full control effect
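Counterscreen lacking aldolase: glyceraldehyde-3-phosphate coupling-enzyme reagent preincubated 10 min at RT with compound (at 57.5 uM final), then substrate/coupling system with AmpLite Red added; fluorescence read at 525/598 nm after 20 min RT.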
Rab9 prom act: Rab9 promoter activation; Huh7 Rab9 promoter-luciferase reporter, luminescence, 24 h; Potency, µM (titrated, usually from 9.22 µM), inactives show top-dose activation, negative = inhibition, usual class: activators; 320,000 tested, 2.8% active; further: potency means the concentration at half of the fitted maximal effect; % of control where 0% means no effect; nearly all actives have a fitted effect of over 60% in size
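Steps: seed 1500 Huh7 Rab9-luc cells per well, rest 2 h at 37 °C; add compound in DMSO; incubate 24 h; add luciferase reagent, 10 min ambient; read luminescence.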
Tb PFK block: T. brucei PFK enzyme inhibition; AID 485367; Potency, µM (highest dose often 57.5 µM), inactives show at the top dose activity, negative = inhibition, most hits filed as inhibitors; 330,000 tested, 0.17% active; T. brucei PFK, ADP-Glo luminescence; O15648;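 further: potency means the concentration at half of the fitted maximal effect; 0% = uninhibited 1x PFK enzyme wells and -100% = no-enzyme wells; nearly all actives have a fitted effect of over 60% in size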
Target sequence (O15648 whole entry, looked up): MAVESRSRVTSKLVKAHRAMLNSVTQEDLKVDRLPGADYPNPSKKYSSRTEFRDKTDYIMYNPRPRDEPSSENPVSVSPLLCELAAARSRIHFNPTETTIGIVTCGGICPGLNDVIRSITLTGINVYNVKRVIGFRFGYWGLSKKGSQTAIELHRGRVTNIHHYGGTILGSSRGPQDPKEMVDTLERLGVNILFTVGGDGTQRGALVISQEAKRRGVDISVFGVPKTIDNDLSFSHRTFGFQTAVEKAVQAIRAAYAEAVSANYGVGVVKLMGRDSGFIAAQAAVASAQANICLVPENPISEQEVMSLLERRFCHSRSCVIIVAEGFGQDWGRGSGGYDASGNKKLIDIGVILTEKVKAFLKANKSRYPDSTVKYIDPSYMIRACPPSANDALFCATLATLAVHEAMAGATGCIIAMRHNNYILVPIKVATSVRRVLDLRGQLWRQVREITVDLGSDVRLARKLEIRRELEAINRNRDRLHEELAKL
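In TEA buffer at pH 8.0 with 5 mM MgCl2, enzyme (1.25 nM) converted F6P (0.5 mM) and ATP (0.1 mM) for 45 min at room temperature. ADP product was read by luciferase luminescence.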
VP16 counter: inhibits Gal4-VP16 luciferase reporter, ROR gamma counter-screen. 310,000 tested, 3.5% active. AID 2546. Potency, µM (highest dose often 53.6 µM), for the others: at the highest dose activity, negative = inhibition, hits mostly inhibitors. Drosophila S2 Gal4-VP16 UAS-luciferase, luminescence, 20 h;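 further: Gal4-VP16 expression switched on by copper sulfate through the metallothionein promoter; potency means the concentration at half of the fitted maximal effect; on the % scale 0 is the no-effect control and ±100 the full control effect; nearly all actives have a fitted effect of over 50% in size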
ELG1 genotox: genotoxicity induction in ELG1-luciferase HEK293T cells. Potency, µM (titrated, usually from 46 µM), for the others: at the top dose activity change, positive = activation, actives largely listed as activators. HEK293T ELG1-luciferase reporter, luminescence, 16 h. 330,000 tested, 1.3% active. AID 504466; further: potency means the concentration at half of the fitted maximal effect; % of control where 0% means no effect; nearly all actives have a fitted effect of over 60% in size
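Step 1: seed 2,000 HEK293T ELG1-luciferase cells per well. Step 2: add compound or DMSO, incubate 16 hr at 37 °C. Step 3: ONE-Glo, 30 min at room temperature, read luminescence.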
FLuc counter: firefly luciferase modulation, counter-screen for miR-21 project; P08659; purified FLuc, Km substrates, luminescence inhibition; Potency, µM (titrated, usually from 57.5 µM), without a hit: at the top dose activity change, negative = inhibition, usual class: inhibitors; 360,000 tested, 6.9% active;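 further: potency means the concentration at half of the fitted maximal effect; plate controls were vehicle for no effect and reference inhibitor for full effect; nearly all actives have a fitted effect of over 55% in size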
Target sequence (P08659 whole entry, looked up): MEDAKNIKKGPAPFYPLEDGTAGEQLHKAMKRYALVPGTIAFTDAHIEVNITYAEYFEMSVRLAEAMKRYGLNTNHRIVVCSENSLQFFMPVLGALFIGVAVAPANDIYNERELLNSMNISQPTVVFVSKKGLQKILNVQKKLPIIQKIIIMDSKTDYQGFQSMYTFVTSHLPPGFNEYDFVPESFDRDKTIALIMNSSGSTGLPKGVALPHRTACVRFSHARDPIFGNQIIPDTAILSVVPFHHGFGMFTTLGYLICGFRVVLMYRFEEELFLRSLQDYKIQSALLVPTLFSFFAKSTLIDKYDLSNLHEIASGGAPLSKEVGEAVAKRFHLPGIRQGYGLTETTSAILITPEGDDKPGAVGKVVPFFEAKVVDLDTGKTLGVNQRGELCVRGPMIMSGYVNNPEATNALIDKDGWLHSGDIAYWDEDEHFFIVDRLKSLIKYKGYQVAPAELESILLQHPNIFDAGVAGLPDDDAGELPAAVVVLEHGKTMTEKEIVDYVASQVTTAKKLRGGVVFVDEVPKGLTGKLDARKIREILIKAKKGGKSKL
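Biochemical qHTS of compounds, final roughly 60 µM downward over six points, against 10 nM purified firefly luciferase using Km concentrations of substrates (10 uM D-luciferin, 10 uM ATP) in Tris acetate pH 7.5 buffer; luminescence output.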
uPA surface inh: blocks generation of uPA at the cell surface. cell surface uPA generation assay, qHTS. Potency, µM (doses to about 38.3 µM), for the others: at the top dose activity change, negative = inhibition, usual class: inhibitors. 330,000 tested, 0.31% active; active means well fitted inhibition curve with a large enough effect; inconclusive means small, poorly fitted or top-dose-only effect; inactive means no such curve, though single readings can be large or run the other way; tested in mouse RAW 264.7 cells; further: potency means the concentration at half of the fitted maximal effect; on the % scale 0 is the no-effect control and ±100 the full control effect; nearly all actives have a fitted effect of over 55% in size
KCNH2 3.1 block: KCNH2 3.1 (human) potassium channel inhibition; U2OS KCNH2 3.1, thallium flux FluxOr; active compounds read low; activity change, % (tested at about 1.8 µM); 340,000 tested, 0.95% active; AID 720553;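 active means maximum activity change below -70%; inconclusive means maximum activity change from -70% to -50%; inactive means maximum activity change above -50%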;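 further: thallium influx rate constant from kinetic fluorescence after stimulation buffer; on the % scale 0 is the no-effect control and ±100 the full control effect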
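Virally transduced U2OS (3.1 isoform, 4 h infection in dark at RT) → overnight 37 C → FluxOr + Red40 in HBSS/HEPES, 45 min → stimulation buffer, 2 min kinetic read → rate constant vs DMSO controls.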
NPC1 prom act: activators of NPC1 promoter; 320,000 tested, 2.4% active; Potency, µM (top dose mostly 9.22 µM), for the others: at the highest dose activation, most hits filed as activators; AID 485313; Huh7 NPC1 promoter luciferase reporter, 24 h;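 further: potency means the concentration at half of the fitted maximal effect; % of control where 0% means no effect; nearly all actives have a fitted effect of over 60% in size; reporter is driven by a mutant NPC1 promoter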
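Stably transfected Huh7 (NPC1 promoter→luciferase), 1500 cells/well in Opti-MEM + 10% FBS, 2 h settle, then compound 24 h at 37 °C. Luminescence after 10 min with Amplite reagent.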
RORg inh: blocks mouse ROR gamma transcriptional activity. P51450. 310,000 tested, 5.4% active. Potency, µM (titrated, usually from 53.6 µM), without a hit: at the highest dose activity change, negative = inhibition, usual class: inhibitors. Drosophila S2 Gal4-RORgamma UAS-luciferase reporter, 20 h. AID 2551; further: potency means the concentration at half of the fitted maximal effect; on the % scale 0 is the no-effect control and ±100 the full control effect; nearly all actives have a fitted effect of over 60% in size
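Read-out: Photinus luciferase luminescence; inhibitors lower reporter signal. Insect Schneider cells with Gal4-ROR gamma fusion under metallothionein promoter, UAS reporter; 700 uM final copper sulfate induction, 20 hr, ambient temperature.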
Giardia killer: Giardia lamblia killing | Giardia lamblia trophozoite viability | activity change, % at 7.66 µM, hits read low | 340,000 tested, 0.15% active; in the data active means activity change below about -80%; inconclusive means between about -30% and that limit;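 further: parasites exposed to compound for two days anaerobically before the ATP read; on the % scale 0 is the no-effect control and ±100 the full control effect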
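Media and compound were dispensed first, then trophozoites at 100 cells/well; plates sat 48 hrs at 37 deg C without oxygen before ATP luminescence reagent was added and read after 15-30 min at room temperature.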
* = called active by the depositor; ? = inconclusive; nt = no result given; & = joins results of further samples; [ ] = another dose, or the depositor's remark. Unless noted, the call rests on the fitted dose curve; in most records, active means well fitted curve in the direction sought with a large enough effect; inconclusive means small, poorly fitted or top-dose-only effect, or another doubt; inactive means no such curve, though single readings can be large; an effect the other way counts as inactive or inconclusive.

SMILES	Coupling enz	Rab9 prom act	Tb PFK block	VP16 counter	ELG1 genotox	FLuc counter	uPA surface inh	KCNH2 3.1 block	NPC1 prom act	RORg inh	Giardia killer
CC(C)C(NC(=O)C(NC(=O)C1O[C@@H]2OC(C)(C)O[C@@H]2[C@H]2OC(C)(C)O[C@@H]12)C(C)C)C(=O)O (stereo not given in full)	3	-9%	5%	-3%	2%	-1%	3%	-2	-2%	-19%	27
COc1cc(-c2ccccc2)nc(N)n1	2	3.2µM*	1%	?	16µM*	?	nt	-39	?	-20%	-3
CN(Cc1ccccc1)C(=O)CCCn1c(=O)c2cccn2c2cccnc21	nt	0%	-1%	2%	3%	3%	1%	12	-22%	2%	-4
S=c1nc(NCCc2ccccc2Cl)c2ccccc2[nH]1	0	3.5µM*	-6%	6.3µM*	9%	-10%	3%	-17	3.2µM*	1.6µM*	6
CCOC(=O)c1cc(=O)c2ccc(OCc3ccccc3)cc2o1	5	1%	1%	2%	-1%	-14%	4%	-11	1%	-8%	-9
CCC(=O)N1c2ccc(S(=O)(=O)N3CCCC3)cc2CC1C (stereo not given)	nt	0%	0%	-5%	6%	0%	9%	14	2%	9%	15
Cc1cc(Br)ccc1NC(=O)C1CCN(S(=O)(=O)c2cnc[nH]2)CC1	-1	0%	2%	4%	0%	0%	0%	-6	-3%	-3%	-5
COc1cccc(-n2c(SCC#N)nnc2-c2cnccn2)c1	1	5%	0%	0%	0%	-1%	-3%	4	5%	-25%	-23
C=CCOc1ccc(C2/C(=C(/O)c3ccc4c(c3)CC(C)O4)C(=O)C(=O)N2CCCN2CCOCC2)cc1 (stereo not given)	7	3%	1%	0%	-1%	6%	-1%	11	-1%	-19%	-7
CCc1nc2nc(C)c(NS(=O)(=O)c3ccc(Cl)cc3)c(=O)n2[nH]1	1	3%	-1%	-10%	-2%	1%	10%	-26	-1%	-21%	5
O=C(NCCN1CCOCC1)C1(C(F)(F)F)C/C(=C\Cc2ccccc2)CCCO1 (stereo not given)	5	nt	nt	10%	nt	nt	13%	10	nt	?	0&-22
O=C(O)C1CCN(C(=O)COc2ccc(Br)cc2)CC1	0	8%	1%	-16%	1%	?	-2%	-5	0%	?	-3
O=c1[nH]n(-c2ccc(Cl)cc2)c(=O)c(Cl)c1Cl	14	-4%	-10%	?	7%	-6%	nt	11	-3%	-85%	9
COc1ccccc1-c1n[nH]c(=S)o1	-3	-9%	2%	0%	-5%	-2%	0%	12	-3%	-11%	9
NS(=O)(=O)c1ccc(CNC(=O)c2ccc(NS(=O)(=O)c3cccs3)cc2)cc1	nt	nt	1%	nt	-3%	nt	-1%	-1	nt	nt	10
Cc1ccc(-c2nnc(-c3cccs3)o2)cc1	0	1.6µM*	-2%	-5%	5.2µM*	6.7µM*	-5%	1	3.5µM*	-14%	-8
Cc1ccc2cc(CCNC(=O)c3ccc(C)c([N+](=O)[O-])c3)c(=O)[nH]c2c1	-3	1%	5%	-10%	-2%	-1%	1%	-12	0%	?	0
COc1ccccc1C(=O)NC(=O)COC(=O)c1cccc(OC(F)F)c1	nt	-4%	-2%	nt	-4%	-1%	13%	-5	0%	nt	-1
N#CCCN1CCN(Cn2c3ccccc3c3ccccc32)CC1	-2	2%	-1%	11%	-1%	5%	2%	-43	-3%	26%	15
O=C(NCc1ccco1)c1nc2nc(-c3cccs3)cc(C(F)(F)F)n2n1	-2	2%	-18%	0%	4%	4%	-9%	2	2%	18%	-4
N#CCSc1nc2ccccc2c(=O)n1CCC(=O)NC1CCCCC1	5	3%	0%	-13%	1%	7%	2%	13	1%	-13%	-8
CCOc1ccc(CNC(=O)C(C)n2nc(C)c3c(C)n(-c4ccccc4)nc3c2=O)cc1 (stereo not given)	1	-4%	2%	17%	-6%	3%	6%	-2	-2%	10%	-21
Cc1nc(-c2cc(C#N)c(=O)[nH]c2C)cs1	-1	1%	0%	-1%	1%	-1%	2%	-9	3%	-1%	-4
COc1cccc(-c2csc(N3CCN(C(=S)Nc4cccc(C)c4)CC3)n2)c1	-1	-4%	0%	3.2µM*	-5%	-2%	?	-3	-2%	7.1µM*	-1
Cc1ccc(-n2c(=O)c3sccc3n(CC(=O)NC3CCCC3)c2=O)cc1	3	1%	0%	-19%	-2%	-2%	-1%	22	0%	-22%	-2

Additional compounds follow:
SMILES	Coupling enz	Rab9 prom act	Tb PFK block	VP16 counter	ELG1 genotox	FLuc counter	uPA surface inh	KCNH2 3.1 block	NPC1 prom act	RORg inh	Giardia killer
O=C(O)CC(SCC(=O)Nc1ccccc1)C(=O)O (stereo not given)	4	-2%	21%	1%	0%	4%	2%	27	-3%	11%	-1
CC(=O)c1ccc(Nc2cc(C)nc3ncnn23)cc1	1	1%	0%	-1%	15%	-2%	-3%	4	-8%	-2%[1.91 µM]	1
CN1CCN(C2=C(Cl)C(=O)N(c3ccc(Cl)c(Cl)c3)C2=O)CC1	5	14%	-5%	?	0%	-10%	-14%	3	-1%	?	-3
COc1ccc(C(=O)CSc2nnc(C3CC3)n2N)cc1	1	-3%	-2%	25%	6%	-1%	nt	0	1%	16%	-3
CCN1C(=O)c2ccccc2S(=O)(=O)c2ccc(C(=O)NCC(OC)OC)cc21	2	-3%	9%	-3%	0%	-2%	2%	-25	-2%	-10%	8
CCN(CC)S(=O)(=O)c1cc(F)ccc1OC	1	-2%	-6%	-5%	1%	-1%	-1%	-3	-5%	-6%	1
Cc1cn2nc(N)c3ccccc3c2n1	-6	0%	22%	-8%	2%	0%	0%	2	-12%	-33%	-13
C=CCNC(=O)CN1CCN(Cc2ccc3c(c2)OCO3)CC1	1	0%	0%	-9%	0%	0%	15%	8	-5%	10%	18
Cc1cccc(NC(=O)COC(=O)CCc2c[nH]c3ccccc23)c1C	nt	4%	-2%	nt	-2%	-10%	4%	-1	0%	nt	-5
CCC(C(=O)OCC(=O)NCc1ccc2c(c1)OCO2)c1ccccc1 (stereo not given)	nt	nt	-2%	nt	3%	nt	13%	8	nt	nt	-8
C=CCn1c(SCC(=O)Nc2cc(NC(C)=O)ccc2OC)nnc1-c1cccnc1	3	4%	-1%	-5%	-1%	2%	nt	?	-5%	0%	-3
CN(C)c1ccc(NC(=O)COC(=O)CNC(=O)c2cccs2)cc1	nt	-4%	-5%	nt	1%	-3%	0%	4	1%	nt	?
Cc1ccccc1CNC(=O)C(=O)Nc1nccs1	1	-1%	-1%	23%	5%	0%	-1%	1	-2%	3%	-8
O=C(O)C1CC=CCC1C(=O)NC1CCCCC1 (stereo not given)	-3	-4%	-3%	-7%	-4%	-15%	1%	0	-2%	-5%	12
COc1ccc(N2CC(C(=O)OCC(=O)Nc3ccccc3C)CC2=O)cc1 (stereo not given)	4	-2%	1%	6%	-3%	2%	1%	-16	-6%	5%	-7
O=C(NC(NCC1CCCO1)C(Cl)(Cl)Cl)c1cccc2ccccc12 (stereo not given)	0	?	-3%	-3%	-5%	3%	-2%	-2	1%	-14%	-6
COc1cccc(-c2nc(CS(=O)(=O)CC(=O)Nc3ccccc3Cl)c(C)o2)c1	-2	4%	1%	-16%	-4%	-2%	0%	15	-1%	5%	-5
CS(=O)(=O)N1CCC(C(=O)NCc2ccc3c(c2)OCO3)CC1	-1	3%	-2%	-3%	0%	2%	4%	0	-1%	-4%	5

Record cards, as listed above.
COc1ccc(N2CC(C(=O)OCC(=O)Nc3ccccc3C)CC2=O)cc1 (stereo not given) across the screens: Coupling enz = 4; Rab9 prom act = -2%; Tb PFK block = 1%; VP16 counter = 6%; ELG1 genotox = -3%; FLuc counter = 2%; uPA surface inh = 1%; KCNH2 3.1 block = -16; NPC1 prom act = -6%; RORg inh = 5%; Giardia killer = -7
C=CCNC(=O)CN1CCN(Cc2ccc3c(c2)OCO3)CC1 across the screens: Coupling enz = 1; Rab9 prom act = 0%; Tb PFK block = 0%; VP16 counter = -9%; ELG1 genotox = 0%; FLuc counter = 0%; uPA surface inh = 15%; KCNH2 3.1 block = 8; NPC1 prom act = -5%; RORg inh = 10%; Giardia killer = 18

An excerpt from above in order of SMILES length, lowest first.
SMILES	Coupling enz	Rab9 prom act	Tb PFK block	VP16 counter	ELG1 genotox	FLuc counter	uPA surface inh	KCNH2 3.1 block	NPC1 prom act	RORg inh	Giardia killer
COc1ccccc1-c1n[nH]c(=S)o1	-3	-9%	2%	0%	-5%	-2%	0%	12	-3%	-11%	9
CN(Cc1ccccc1)C(=O)CCCn1c(=O)c2cccn2c2cccnc21	nt	0%	-1%	2%	3%	3%	1%	12	-22%	2%	-4
COc1cccc(-c2nc(CS(=O)(=O)CC(=O)Nc3ccccc3Cl)c(C)o2)c1	-2	4%	1%	-16%	-4%	-2%	0%	15	-1%	5%	-5
